Screening data from PubChem.
MBD2 DNA inh = blocks human MBD2 binding to methylated DNA. Q9UBB5. TR-FRET, MBD2 binding to methylated oligonucleotide. inhibition, % at 4.4 µM. actives 0.31% (n = 370,000); in the data active = inhibition above about 13%
ABHD4 inh = inhibitors of mouse ABHD4; inhibition, % at 8.92 µM; purified mABHD4, FP-Rh probe fluorescence polarization; actives 0.54% (n = 370,000); AID 720543;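 active = inhibition exceeding the mean over every tested compound plus 3 SD, cut at about 30% in these data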;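 note: 0% = plate median of compound wells and 100% = S159A mutant with DMSO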
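Doses – 8.92 µM, single dose · Material – wild-type mouse ABHD4 protein · Replication – single well per compound (singlicate) · Measure – percent inhibition of probe binding, normalized to plate controls · Schedule – 45 min compound pre-incubation plus 60 min probe step, 25 °C · Detection – fluorescence polarization with parallel and perpendicular emission, 525/598 nm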
UHRF1 binding = UHRF1 methyl-DNA binding inhibition; Q96T88; UHRF1 binding to methylated oligo, TR-FRET; inhibition, % at 4.4 µM; actives 0.75% (n = 370,000); AID 687016; in the data active = inhibition above about 21%;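 note: UHRF1 SRA domain binding a hemimethylated CpG hairpin DNA probe; 0% = median of test compound wells and 100% = reference inhibitor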
Target sequence (Q96T88 whole entry, looked up, the tested form may be a part): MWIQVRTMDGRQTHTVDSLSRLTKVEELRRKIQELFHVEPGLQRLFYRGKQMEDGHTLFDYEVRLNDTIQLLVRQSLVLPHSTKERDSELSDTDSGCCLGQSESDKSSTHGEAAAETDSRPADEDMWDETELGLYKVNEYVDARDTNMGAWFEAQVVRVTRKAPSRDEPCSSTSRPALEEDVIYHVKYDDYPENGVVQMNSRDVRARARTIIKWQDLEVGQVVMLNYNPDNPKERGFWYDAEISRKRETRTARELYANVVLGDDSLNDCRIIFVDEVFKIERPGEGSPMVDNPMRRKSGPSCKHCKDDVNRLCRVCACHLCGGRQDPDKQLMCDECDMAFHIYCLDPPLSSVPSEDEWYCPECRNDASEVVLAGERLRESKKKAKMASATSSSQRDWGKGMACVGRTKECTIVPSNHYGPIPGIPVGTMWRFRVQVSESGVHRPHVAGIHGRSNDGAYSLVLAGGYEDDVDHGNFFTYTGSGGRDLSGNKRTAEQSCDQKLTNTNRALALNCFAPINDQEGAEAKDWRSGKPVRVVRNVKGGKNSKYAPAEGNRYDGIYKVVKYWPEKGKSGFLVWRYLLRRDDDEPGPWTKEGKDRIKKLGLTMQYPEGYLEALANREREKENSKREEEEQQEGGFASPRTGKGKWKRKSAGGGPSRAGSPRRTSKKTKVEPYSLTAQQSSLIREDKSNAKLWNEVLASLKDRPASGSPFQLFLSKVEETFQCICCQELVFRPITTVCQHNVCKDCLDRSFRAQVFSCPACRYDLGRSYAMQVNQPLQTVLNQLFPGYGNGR
rCAG RNA binder = binds r(CAG) RNA repeats; r(CAG) RNA repeat, TO-PRO-1 dye displacement fluorescence; inhibition, % at 3 µM; actives 1.3% (n = 370,000);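 active = inhibition above the plate cutoff, the mean of all test compounds on that plate plus 3 SD, cut at about 35% in these data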;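 note: 0% = DMSO alone and 100% = 100 µM mitoxantrone as full dye displacement; higher means more dye released from RNA so lower well fluorescence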
GC-B act = GC-B (human) receptor activation. HEK293-GC-B cells, CNP EC30, cGMP TR-FRET; 0% at EC30 CNP, 100% saturating CNP. activation, % at 10 µM. actives 0.11% (n = 370,000). AID 1920062;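 active = activation at 10 µM reaching about 35% in either raw or pattern-adjusted values, limit read from the data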
HTRA1 inh = blocks human HTRA1 serine peptidase. Q92743. recombinant HTRA1, FP-rhodamine activity-based probe, fluorescence polarization. inhibition, % at 5.96 µM. actives 0.5% (n = 340,000). AID 504803; in the data active = inhibition above about 36%;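 note: 0% = enzyme with DMSO and 100% = wells lacking enzyme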
SIAE primary = inhibitors of human sialic acid acetylesterase SIAE. SIAE FP-Rh probe binding, fluorescence polarization. inhibition, % at 9.66 µM. actives 0.69% (n = 370,000). Q9HAT2;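 active = inhibition above a cutoff: mean of compounds within the control limits plus 3 SD of those, cut at about 17% in these data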;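 note: 0% = plate median of compound wells and 100% = probe without SIAE protein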
PRMT1 FP inh = inhibitors of human PRMT1 | actives 1.3% (n = 370,000) | AID 652257 | recombinant PRMT1, activity-based probe fluorescence polarization | Q99873 | inhibition, % at 2.79 µM;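 active = inhibition above about 21% made by adding two undisclosed values, limit read from the data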
NPR1 activator = GC-A (human) enzyme activation | HEK293 GC-A cells, cGMP TR-FRET, EC30 ANP; 0% at EC30 ANP, 100% saturating ANP | actives 0.14% (n = 370,000) | activation, % at 10 µM | AID 1671463; in the data active = activation above about 40%
TCR-CD3 inh = blocks the human TCR-CD3 interaction; TAMRA-labeled TCR probe fluorescence, biochemical; actives 0.37% (n = 360,000); inhibition, % at 9.4 µM; in the data active = inhibition above about 19%;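 note: recombinant mutant TCR 2C K166C tagged with TAMRA read by polarization; 0% = receptor in buffer alone and 100% = receptor with positive control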
* = called active by the depositor; x = not tested or not shown. This is a subset; the hit share may differ from the screen's.

1. Cc1ccc(CN2C(=O)c3ccccc3NC2c2ccccn2)cc1 (stereo not given)
2. COc1ccc(C(=O)O/N=C(\C)c2ccccc2)cc1
3. CC(C)(C)NS(=O)(=O)c1ccc(CCC(=O)NCc2ccccn2)cc1
4. Cc1ccc(NC(=S)N(CCCN2CCOCC2)Cc2cccnc2)cc1C
5. Cc1cccc(S(=O)(=O)N2CCN(Cc3ccc4c(c3)OCO4)CC2)c1
6. CCCCCCCCC1=NCCc2c1[nH]c1ccccc21
7. COc1ccc(N2CCN(C(=O)c3cccnc3SCc3cccc(Br)c3)CC2)cc1
8. O=C(CC1(O)C(=O)Nc2ccccc21)c1ccc2c(c1)OCO2 (stereo not given)
9. Cc1cc(C2=NNC(=NC3CC3)SC2)c(C)n1-c1ccccc1F
10. CC(=O)Nc1ccc(S(=O)(=O)N(Cc2cccnc2)Cc2cc3ccccc3[nH]c2=O)cc1
compound no.,1,2,3,4,5,6,7,8,9,10
HTRA1 inh,-14,-12,4,2,3,-3,-3,-5,2,2
NPR1 activator,-2,-1,4,3,-3,-18,-11,-1,-1,1
SIAE primary,1,0,-5,6,6,6,12,-4,1,-6
GC-B act,4,-4,4,1,3,-3,-8,4,5,3
UHRF1 binding,3,0,-2,-1,0,-2,1,-4,-2,4
rCAG RNA binder,-4,-4,-1,-2,-1,9,-3,-3,8,3
PRMT1 FP inh,6,1,2,-3,-2,-2,-4,-3,36*,6
TCR-CD3 inh,0,-3,3,2,2,7,5,5,3,-3
ABHD4 inh,1,5,6,4,-4,18,4,-8,-4,-5
MBD2 DNA inh,5,-1,5,-5,-1,1,2,-5,4,0

Given tab-delimited: 4 of the compounds above.
cpd	Structure	HTRA1 inh	NPR1 activator	SIAE primary	GC-B act	UHRF1 binding	rCAG RNA binder	PRMT1 FP inh	TCR-CD3 inh	ABHD4 inh	MBD2 DNA inh
10	CC(=O)Nc1ccc(S(=O)(=O)N(Cc2cccnc2)Cc2cc3ccccc3[nH]c2=O)cc1	2	1	-6	3	4	3	6	-3	-5	0
7	COc1ccc(N2CCN(C(=O)c3cccnc3SCc3cccc(Br)c3)CC2)cc1	-3	-11	12	-8	1	-3	-4	5	4	2
1	Cc1ccc(CN2C(=O)c3ccccc3NC2c2ccccn2)cc1 (stereo not given)	-14	-2	1	4	3	-4	6	0	1	5
5	Cc1cccc(S(=O)(=O)N2CCN(Cc3ccc4c(c3)OCO4)CC2)c1	3	-3	6	3	0	-1	-2	2	-4	-1

Other entries follow.
11. CCNC(=O)NC(=O)C(C)Sc1nc2ccccc2c(=O)n1-c1cccnc1 (stereo not given)
12. Cc1ccc(OC(=O)CCc2c(C)nc3ncnn3c2C)cc1
13. Cc1cc(OC(=O)c2ccccc2)c([N+](=O)[O-])c(=O)[nH]1
14. N#C/C(=C\Nc1ccc(Cl)cc1)S(=O)(=O)c1ccccn1
15. O=C(NCC(=O)N1CCN(Cc2ccccc2)CC1)c1cccs1
16. Cc1ccc(S(=O)(=O)N(C)C)cc1NC(=O)CCc1ccccc1
17. COc1cc(C=O)c(Br)cc1OCC(=O)NCc1ccccc1
18. Cc1ccc(S(=O)(=O)N(C)c2ccc(OCC(=O)Nc3ccc(C(=O)N(C)C)cc3)cc2)cc1C
19. C=CCOc1ccc(/C=N/NC(=O)c2cc3c(OC)cc(OC)cc3[nH]2)cc1
20. CC1(C)SC[C@H](C(=O)Nc2cccc(Cl)c2)N1C=O
compound no.,11,12,13,14,15,16,17,18,19,20
HTRA1 inh,2,0,0,3,2,1,-4,4,21,-1
NPR1 activator,1,-3,1,1,2,1,-3,0,3,-1
SIAE primary,-6,-6,-3,8,-3,-3,-6,-11,27*,3
GC-B act,-5,1,5,1,3,3,-9,0,-1,0
UHRF1 binding,-2,2,4,-1,3,2,0,-1,-3,1
rCAG RNA binder,-1,-6,-2,0,2,-2,-4,3,19,-2
PRMT1 FP inh,0,-1,-2,-4,0,-3,2,0,0,0
TCR-CD3 inh,8,-7,-6,1,0,4,5,5,1,3
ABHD4 inh,0,-1,-3,-4,2,2,4,8,-5,0
MBD2 DNA inh,1,3,-1,0,1,21*,5,1,0,2

21. O=C(O)c1ccc(S(=O)(=O)N2CCCC2)cc1
22. CC(C)N=C(NC#N)SCc1ccc(Br)cc1
23. COc1cccc2c(C)c(C(=O)O)[nH]c12
24. CN(Cc1c(F)cccc1Cl)C(=O)CNC(=O)c1sc2ccccc2c1Cl
25. COc1ccc(OC)c(C(C)NC(C)=O)c1 (stereo not given)
26. COC(=O)c1ccc(OC)c(-c2c(OC)cc(OC)cc2OC)c1
27. O=C(CN1C(=O)c2ccccc2C1=O)NCCc1c[nH]c2ccc(Cl)cc12
28. CCN(CC)c1ccc(NC(=O)c2nc3nc(C)cc(C(F)F)n3n2)cc1
29. Nc1nc(-c2ccc(Cl)cc2)cs1
30. CCCCCCN1CCS(=O)(=O)N(Cc2ccc(C)cc2)C(C(=O)OC)C1 (stereo not given)
compound no.,21,22,23,24,25,26,27,28,29,30
HTRA1 inh,7,-5,13,-1,-2,-2,-13,9,x,x
NPR1 activator,3,-8,-1,4,4,-4,-2,-7,11,-1
SIAE primary,0,4,-6,-15,1,-3,6,11,3,6
GC-B act,1,-5,-2,0,3,1,-1,-5,1,-3
UHRF1 binding,0,-4,1,2,6,13,-6,-5,5,-2
rCAG RNA binder,-1,-1,16,3,1,-5,6,1,4,0
PRMT1 FP inh,-1,-2,-3,1,1,0,-3,3,9,-3
TCR-CD3 inh,-1,1,4,3,2,5,6,-1,-5,x
ABHD4 inh,6,-3,36*,1,1,3,1,6,-12,2
MBD2 DNA inh,4,-1,0,2,3,4,-4,-2,0,1

Structural class: those above containing bromine (three)
7. COc1ccc(N2CCN(C(=O)c3cccnc3SCc3cccc(Br)c3)CC2)cc1
17. COc1cc(C=O)c(Br)cc1OCC(=O)NCc1ccccc1
22. CC(C)N=C(NC#N)SCc1ccc(Br)cc1
compound no.,7,17,22
HTRA1 inh,-3,-4,-5
NPR1 activator,-11,-3,-8
SIAE primary,12,-6,4
GC-B act,-8,-9,-5
UHRF1 binding,1,0,-4
rCAG RNA binder,-3,-4,-1
PRMT1 FP inh,-4,2,-2
TCR-CD3 inh,5,5,1
ABHD4 inh,4,4,-3
MBD2 DNA inh,2,5,-1

Next compounds follow.
31. CCP(=O)(CC)C(C)(C)CP(=O)(c1ccccc1)c1ccccc1
32. COCC1CCCCC1OS(N)(=O)=O (stereo not given)
33. COc1cccc(C2Nc3ccc4ccccc4c3C3=C2C(=O)CCC3)c1O (stereo not given)
34. CCOc1ccc(/C(C)=N\NC(=O)Cc2ccccc2)cc1
35. CCc1nc2c(OCC(=O)c3ccc(Cl)cc3Cl)cccn2c1N(C)C(=O)c1ccncc1
36. CC(=O)N1N=C(c2cccc([N+](=O)[O-])c2)OC1c1ccc(Br)cc1 (stereo not given)
37. CCCNC(=O)C(=O)N/N=C/c1cccs1
38. COc1ccc(-c2nnc3ccc(SCC(=O)NCc4ccco4)nn23)cc1
39. N#CCc1c(C#N)c(N)nc(N2CCOCC2)c1C#N
40. CCOc1ccccc1NC1=C(Cl)C(=O)N(c2ccc(OC)cc2)C1=O
compound no.,31,32,33,34,35,36,37,38,39,40
HTRA1 inh,3,-1,18,5,x,8,-6,1,8,-11
NPR1 activator,-1,-1,-49,3,6,-2,0,-11,5,-2
SIAE primary,-2,3,-1,1,5,0,0,-4,-2,-2
GC-B act,0,-1,-15,3,-1,0,0,-8,0,1
UHRF1 binding,-2,1,1,5,-2,3,-5,6,-1,-3
rCAG RNA binder,-1,4,7,-5,5,-2,-1,9,1,1
PRMT1 FP inh,1,2,2,3,3,-1,-1,16,38*,8
TCR-CD3 inh,10,-7,-2,-4,-2,-12,-1,-1,0,5
ABHD4 inh,4,0,0,1,4,4,-2,-9,-3,0
MBD2 DNA inh,-6,-5,1,0,0,-3,-9,7,-3,2

41. CCOC(=O)N1CCN(C(=O)c2cccc(OC)c2O)CC1
42. COc1ccccc1Cn1c(=S)[nH]c2cc(C(=O)NCCN3CCOCC3)ccc2c1=O
43. Cc1c(Cc2ccccc2)c(=O)oc2cc(OC(C)C(=O)NCC3CCC(C(=O)O)CC3)c(Cl)cc12 (stereo not given)
44. O=C(NNC(=O)c1ccccc1-c1ccccc1C(=O)O)c1cccc([N+](=O)[O-])c1
45. Cc1cccc(OCC(=O)NCC(=O)N/N=C/c2ccc(N(C)C)cc2)c1
46. COc1ccc(-n2cc(-c3ccccc3)c3c(NCCOCCO)ncnc32)cc1
47. Cc1ccc(-c2c(C#N)c(N)nc3c2CCCCC3)cc1
48. O=CN1CCN(C(=O)CC(c2ccccc2)c2cc(Br)ccc2O)CC1 (stereo not given)
49. CC(C)OC(=O)CSc1nc(N)c(C#N)c(-c2cccs2)c1C#N
50. Cc1ccc2nc(NC(=O)CN(C)S(=O)(=O)c3ccc(Br)s3)sc2c1
compound no.,41,42,43,44,45,46,47,48,49,50
HTRA1 inh,-1,-5,-2,0,5,1,-2,-11,-9,-45
NPR1 activator,-2,4,5,-1,-2,3,-5,-30,-18,2
SIAE primary,1,-2,-5,-4,0,-3,-3,10,3,0
GC-B act,1,3,-3,-4,-6,-2,1,-16,-22,-3
UHRF1 binding,-2,5,2,-2,2,1,-2,-1,2,-2
rCAG RNA binder,-2,3,17,-1,-1,-5,0,1,8,7
PRMT1 FP inh,-3,4,-2,0,-1,2,-1,-1,1,0
TCR-CD3 inh,-6,1,3,3,-2,-1,0,2,3,3
ABHD4 inh,3,-5,2,-3,-1,0,9,0,-3,-57
MBD2 DNA inh,-2,1,2,0,-3,-3,4,2,0,-4

51. CCN(CC(=O)Nc1c(F)cccc1F)C(=O)c1cc([N+](=O)[O-])ccc1N1CCOCC1
52. COc1ccc(-c2cc(C(=O)Nc3cc(C)nn3-c3ccccc3)no2)cc1OC
53. O=C(COC(=O)c1cc([N+](=O)[O-])ccc1N1CCOCC1)Nc1ccc(Cl)cn1
54. Cc1cc2nc(C(C)(C)C)c(Cc3cccc(F)c3)n2c(C)c1Br
55. Cc1ccnc(NC(=O)COC(=O)c2ccc(F)cc2F)n1
56. Cc1ccc(Cn2nc(C)c(C(=O)NCC(c3cccs3)N3CCOCC3)c2Cl)cc1 (stereo not given)
57. CC(=O)Nc1c(C(=O)NCc2ccccc2)nnn1Cc1ccccc1
58. C=COCCNC(=S)N1CCOCCOCCN(C(=S)NCCOC=C)CCOCC1
59. Cc1cccnc1NC(=O)c1ccccc1NC(=O)C(C)(C)C
60. COCC1CCCCN1C(=O)c1ccc(OC2CCN(CCc3ccccc3)CC2)cc1 (stereo not given)
compound no.,51,52,53,54,55,56,57,58,59,60
HTRA1 inh,-1,-4,-9,x,4,-6,5,3,-7,6
NPR1 activator,3,4,-1,3,3,6,-6,-1,1,0
SIAE primary,3,0,-3,3,-3,-5,5,1,-3,7
GC-B act,-5,-2,-2,-13,3,2,2,-9,10,0
UHRF1 binding,1,-1,0,-2,3,0,2,-1,2,-3
rCAG RNA binder,-4,2,-2,5,1,-5,0,-9,3,-7
PRMT1 FP inh,-4,-1,3,-2,0,-1,-1,-8,-2,-2
TCR-CD3 inh,-1,6,0,2,4,4,7,3,0,11
ABHD4 inh,-5,1,-6,5,3,-3,-3,-11,-8,5
MBD2 DNA inh,1,1,4,-1,0,-1,-4,0,6,3
